Vif-APOBEC3F blk = inhibitors of Vif-A3F interaction. Potency, µM (top dose mostly 46.1 µM), without a hit: at the top dose activity, negative = active. HeLa A3F-eYFP + Vif (tagged APOBEC3F with the HIV-1 protein that degrades it), YFP fluorescence increase. 390,000 tested, 0.2% active. AID 602313; also: potency is read from the fitted curve at half-maximal effect; % of control where 0% means no effect; nearly all actives have a fitted effect of over 65% in size
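HeLa cells stably expressing Vif plus C-terminally eYFP-tagged A3F were seeded, incubated overnight at 37 deg C, dosed with compound, incubated overnight again at 37 deg C. Yellow fluorescence (Ex 488/Em 500-530) reported blocked Vif-mediated A3F-eYFP degradation.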
TrxR1 inh = rat TrxR1 inhibition. Potency, µM (top dose mostly 114 µM), without a hit: at the top dose activity change, negative = inhibition, actives largely listed as inhibitors. O89049. 390,000 tested, 1% active. recombinant rTrxR1, NADPH fluorescence consumption, selenite substrate; also: potency is read from the fitted curve at half-maximal effect; % is scaled to controls: 0 for no effect and ±100 for the full control effect; nearly all actives have a fitted effect of over 65% in size
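Rat TrxR1 (90 nM in the dispensed reagent) was pre-reduced with 400 uM NADPH for 5 min at room temperature, then incubated with compound for 15 min. After 400 uM selenite was added, NADPH fluorescence (Ex 340/Em 450 nm) was followed for 8 min.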
USP1-UAF1 inh = USP1/UAF1 (human) deubiquitinase inhibition | 390,000 tested, 0.23% active | recombinant USP1/UAF1, Ub-Rhodamine cleavage fluorescence | AID 743255 | O94782 | Potency, µM (doses to about 57.1 µM), without a hit: at the top dose activity change, negative = inhibition, actives largely listed as inhibitors; also: potency is read from the fitted curve at half-maximal effect; % is scaled to controls: 0 for no effect and ±100 for the full control effect; nearly all actives have a fitted effect of over 60% in size; inactives centre near -12
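USP1/UAF1 complex (1 nM) preincubated 15 min at room temperature with compound, then Ub-Rho substrate (150 nM final) added. Kinetic fluorescence at 480/540 nm over 6 reads at 60 s intervals; 50 mM HEPES pH 7.8, 0.5 mM EDTA, 0.1 mg/ml BSA, 1 mM TCEP, 0.01% Tween-20.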
LDHA inh = inhibitors of human lactate dehydrogenase A. purified LDHA, NADH/diaphorase-resazurin fluorescence; hits give low values. P00338. 480,000 tested, 0.15% active. activity change, % (values are at about 110 or 230 µM); in the data active = activity change below about -30%; inconclusive = mostly about -25% to -30%;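 also: plate controls were DMSO wells for no effect and wells without enzyme for full effect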
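Remaining NADH was detected by diaphorase (0.133 mg/mL) converting 37 µM resazurin to fluorescent resorufin, read at 0 and 20 minutes. The preceding 5-minute room-temperature reaction used 2 nM LDHA, 0.2 mM sodium pyruvate and 0.06 mM NADH at pH 7.4.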
RGS4 inhibitor = human RGS4 inhibition; P49798; Transcreener GDP fluorescence polarization, RGS4-accelerated GTP hydrolysis; Potency, µM (series often up to 114 µM), for inactives: at the highest dose activity change, negative = inhibition, actives largely listed as inhibitors; 390,000 tested, 0.039% active; AID 504845; also: potency is read from the fitted curve at half-maximal effect; % is scaled to controls: 0 for no effect and ±100 for the full control effect; nearly all actives have a fitted effect of over 75% in size; some results filed as inactive show a strong effect at the top dose
Target sequence (P49798 whole entry, looked up): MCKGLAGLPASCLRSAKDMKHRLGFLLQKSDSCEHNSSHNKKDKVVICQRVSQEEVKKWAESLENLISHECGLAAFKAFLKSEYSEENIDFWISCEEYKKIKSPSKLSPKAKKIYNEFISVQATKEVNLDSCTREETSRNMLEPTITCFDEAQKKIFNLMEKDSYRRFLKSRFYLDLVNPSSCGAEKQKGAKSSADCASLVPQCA
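MLSMR compounds (23 nl, pin-transferred) preincubated 10 min at room temperature with a 500nM (2x) first reagent, then RGS4 at 900nM (2x) plus Transcreener GDP mix added; fluorescence polarization (620/688 nm) read before and after 90 min at 30 °C.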
GRP78 ERSR act = induces the endoplasmic reticulum stress response in human glioma cells. Potency, µM, for inactives: at the top dose activation, hits mostly activators. AID 602332. 420,000 tested, 0.02% active. U87-MG GRP78 promoter luciferase reporter, 16 h; also: potency is read from the fitted curve at half-maximal effect; series mostly up to about 76 µM; % of control where 0% means no effect; nearly all actives have a fitted effect of over 35% in size
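Stably transfected U87-MG human glioma cells carrying a GRP78-based luminescent sensor were seeded at 1000 cells/well, pin-dosed with compounds and incubated 16 h. Luciferase reagent was then added, and end-point luminescence was read after 10 min at room temperature.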
TrxR1 substrate = rat thioredoxin reductase 1 substrate activity. purified TrxR1 substrate turnover, NADPH consumption readout. AID 588456. O89049. 390,000 tested, 0.01% active. Potency, µM (doses to about 114 µM), without a hit: top-dose activity change, negative = substrate turnover; also: potency is read from the fitted curve at half-maximal effect; % is scaled to controls: 0 for no effect and ±100 for the full control effect; nearly all actives have a fitted effect of over 50% in size
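Rat TrxR1, dispensed at 90 nM, was prereduced with 400 uM NADPH (final) for 5 min at ~22 deg C, then incubated with compound 15 min before 400 uM selenite. A first-read NADPH fluorescence drop versus no-compound background flagged substrates.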
mIDH1 inhibitor = human IDH1 R132H inhibition | O75874 | IDH1-R132H enzyme, NADPH consumption, diaphorase/resazurin fluorescence | Potency, µM (top dose mostly 76.6 µM), inactives show at the top dose activity change, negative = inhibition, usual class: inhibitors | 390,000 tested, 0.093% active; also: potency is read from the fitted curve at half-maximal effect; % is scaled to controls: 0 for no effect and ±100 for the full control effect; nearly all actives have a fitted effect of over 65% in size
Target sequence (O75874 whole entry R132H, stated change not applied): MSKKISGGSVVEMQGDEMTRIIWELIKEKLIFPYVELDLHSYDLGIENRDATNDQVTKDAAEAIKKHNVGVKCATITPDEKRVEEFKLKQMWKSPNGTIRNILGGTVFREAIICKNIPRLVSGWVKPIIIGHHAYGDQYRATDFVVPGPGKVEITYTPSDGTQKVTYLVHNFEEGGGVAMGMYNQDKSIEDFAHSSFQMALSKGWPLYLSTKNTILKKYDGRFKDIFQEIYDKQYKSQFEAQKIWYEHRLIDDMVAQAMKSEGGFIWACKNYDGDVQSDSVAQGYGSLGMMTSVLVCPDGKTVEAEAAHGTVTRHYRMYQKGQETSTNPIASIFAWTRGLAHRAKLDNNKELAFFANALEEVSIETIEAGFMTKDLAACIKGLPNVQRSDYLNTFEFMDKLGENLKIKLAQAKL
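IDH1-R132H (0.5 ug/mL) preincubated 30 min with compound, then NADPH (0.016 mM) and alpha-KG (2 mM) added; 80 min at RT, pH 7.5. Remaining NADPH coupled via diaphorase/resazurin to fluorescence (540/590 nm); concentration-response curves normalized to no-enzyme control.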
Vif-A3G inh = blocks the Vif interaction with human APOBEC3G; Q9HC16; HeLa A3G-eYFP + Vif (tagged APOBEC3G with the HIV-1 protein that degrades it), YFP fluorescence, overnight; Potency, µM (top dose mostly 46.1 µM), for inactives: at the highest dose activity, negative = active, usual class: inhibitors; 410,000 tested, 0.076% active; AID 602310;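 also: potency is read from the fitted curve at half-maximal effect; % is scaled to controls: 0 for no effect and ±100 for the full control effect; nearly all actives have a fitted effect of over 60% in size; hits raise eYFP signal because A3G escapes Vif-driven loss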
Target sequence (Q9HC16 whole entry, looked up): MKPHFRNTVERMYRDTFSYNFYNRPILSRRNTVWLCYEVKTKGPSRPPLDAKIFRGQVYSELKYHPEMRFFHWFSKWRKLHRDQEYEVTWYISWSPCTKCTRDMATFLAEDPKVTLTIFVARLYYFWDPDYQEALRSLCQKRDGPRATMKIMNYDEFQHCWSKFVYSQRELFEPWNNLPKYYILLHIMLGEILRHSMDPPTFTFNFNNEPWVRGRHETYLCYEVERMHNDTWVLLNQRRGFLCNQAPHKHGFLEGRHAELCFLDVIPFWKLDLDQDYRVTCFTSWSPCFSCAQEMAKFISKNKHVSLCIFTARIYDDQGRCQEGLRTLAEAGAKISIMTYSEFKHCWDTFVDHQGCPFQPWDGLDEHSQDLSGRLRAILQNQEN
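Read-out is eYFP fluorescence (Ex 488/Em 500-530) from Vif-expressing HeLa A3G-eYFP cells; more signal means A3G escaped Vif-mediated degradation. Cells plated overnight, compound pinned in, incubated overnight at 37 deg C.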
* marks the source's active call; other numbers are inactive results; ? = inconclusive; / = no result given; & = joins results of further samples; [ ] = another dose, or the depositor's remark. Unless noted, calls follow the shape of the dose curve; as a rule, active = well fitted curve in the direction sought with a large enough effect; inconclusive = small, poorly fitted or top-dose-only effect, or another doubt; inactive = no such curve, though single readings can be large; an effect the other way counts as inactive or inconclusive. Not all compounds are listed; rates above refer to the full screens.

SMILES	Vif-APOBEC3F blk	TrxR1 inh	USP1-UAF1 inh	LDHA inh	RGS4 inhibitor	GRP78 ERSR act	TrxR1 substrate	mIDH1 inhibitor	Vif-A3G inh
O=c1nc2n(c3sc4c(c13)CCCC4)C(CBr)CS2 (stereo unspecified)	-22%	-9%	-8%	-2	?	-2%	-8%	9%	-2%
CC(C)CC1Nc2ncnc(N3CCOCC3)c2N(Cc2ccccc2)C1=O (stereo unspecified)	-3%	-2%[57.1 µM]	-11%	3&-5	-12%	1%&-3%	5%	7%	1%&-1%
CCN(C(=O)COC(=O)c1cccnc1Nc1cccc(C(F)(F)F)c1)C1CCS(=O)(=O)C1 (stereo unspecified)	0%	5%	-24%	-3	5%	1%	4%	6%	-2%
CC(Oc1ccc(Cl)cc1Cl)C(=O)Nc1cccc(O)c1 (stereo unspecified)	2%	-7%[57.1 µM]	-25%	0	0%	1%	-4%[57.1 µM]	-5%	-11%
COc1cccc(C(=O)NCC(c2ccc3c(c2)OCO3)N2CCN(C)CC2)c1 (stereo unspecified)	-14%	6%[57.1 µM]	-11%	2	-37%	-2%	1%[57.1 µM]	0%	5%
Cc1cn2c(=O)c(C(=O)N3CCN(c4ccccc4F)CC3)cnc2s1	?	1%[57.1 µM]	-19%	1	-12%	0%	-3%[57.1 µM]	-4%	-3%
COc1ccc(NC(=O)CN2CCC(C(=O)c3ccc(F)cc3)CC2)c(OC)c1	-5%	3%[57.1 µM]	-26%	1	23%	2%	0%[57.1 µM]	-6%	1%
COc1ccc(C(=O)NCCc2csc(-c3ccc(Cl)cc3)n2)cc1	8%	26%[57.1 µM]	-31%	-4	-7%	-1%	3%[57.1 µM]	12%	2%
CC(=O)/C=C1\SC(CC(=O)O)C(=O)N1c1ccccc1 (stereo unspecified)	-5%	6%	3%	3	5%	-3%	-1%	8%	-1%
COc1ccc(NC(=O)c2cccs2)cc1NC(=O)c1ccco1	/	-9%	-1%	-5	27%	-4%	15%	0%	0%
O=C(CSc1ccc2nnc(-c3ccccn3)n2n1)Nc1cccc(F)c1	-13%	-9%	-16%	-12	23%	-3%	-9%	2%	1%
Cc1cccc(OCC(=O)Nc2ccccc2C(=O)OCc2cc(=O)n3ccsc3n2)c1	4%	17%[57.1 µM]	?	-8	25%	-3%	3%[57.1 µM]	13%	0%
COc1cccc(CNC(=O)COC(=O)CCc2cc(OC)c(OC)c(OC)c2)c1	-2%	10%	2%	1	2%	-2%	0%	-1%	-3%
CCC1CCCCN1S(=O)(=O)c1ccc2c(c1)CCCN2C(C)=O (stereo unspecified)	-2%	19%[57.1 µM]	?	2	12%	-5%	4%[57.1 µM]	3%	0%
CCOc1ccc(NC(=O)CSc2nnc(Cc3cccn3C)n2-c2ccc(F)cc2)cc1	3%	8%[57.1 µM]	-18%	0	-21%	-3%	9%[57.1 µM]	-6%	-5%
CCCN(Cc1cc2cc(C)ccc2[nH]c1=O)S(C)(=O)=O	5%	12%	-19%	-2&6	16%	4%	12%	10%	0%
CCC(C)(C)NC(=O)COc1ccc(OCc2ccccc2)cc1	9%	21%[57.1 µM]	-5%	-3	-3%	-3%	-1%[57.1 µM]	-1%	6%
CCOC(=O)[C@H](CCc1ccccc1)N[C@@H](C)C(=O)N1CCC[C@@H]1C(=O)O	3%	4%	-21%	-1	10%	-4%	3%	0%	4%
COc1cccc2c(=O)c3c(oc12)CCCC3	0%	/	-8%	-3	/	4%	/	1%	0%
Cc1nc(CC(=O)Nc2ccc(N(C)C)cc2)cs1	1%	-6%	-21%	8	19%	0%	-2%	21%	3%
COc1ccc(OCc2cccc(C(=O)O)c2)cc1	2%	7%	-17%	-1	-4%	-13%	-1%	8%	-1%
CCOc1ccc(NC(=O)CSc2nnc(-c3ccc(C)cc3)c(-c3ccc(C)cc3)n2)cc1	-13%	20%[57.1 µM]	-18%	1	10%	-4%	-1%[57.1 µM]	8%	-5%
Cn1c(=O)cc(Nc2ccccc2)c2c(=O)n(-c3ccccc3)c(=O)n(-c3ccccc3)c21	6%	-7%	-10%	-6	-8%	-3%	0%	-2%	-1%
Cc1ccccc1CC1CCN(CCCNC(=O)Nc2ccccc2)CC1	5%	26%	-20%	-1	18%	-3%	7%	-2%	3%
NC(=S)Nc1nccc(-c2cccs2)n1	-6%	10%	-17%	-1	-2%	5%	1%	-4%	-8%
Remaining list, next part:
SMILES	Vif-APOBEC3F blk	TrxR1 inh	USP1-UAF1 inh	LDHA inh	RGS4 inhibitor	GRP78 ERSR act	TrxR1 substrate	mIDH1 inhibitor	Vif-A3G inh
CCCCNC(=O)CSc1nc2cc3c(cc2c(=O)n1Cc1ccco1)OCO3	5%	7%[57.1 µM]	-7%	0	-6%	-4%	-7%[57.1 µM]	-2%	-8%
O=C(Cn1cnc([N+](=O)[O-])c1)Nc1ccccc1C(F)(F)F	0%	-2%	-30%	-9	-36%[56.9 µM]	-5%	-3%	1%	-3%
CCN(CC)CCn1c(=N)n(CC(O)COc2ccccc2C)c2ccccc21 (stereo unspecified)	/	32%	?	-6	15%	/	45%[activator]	/	/
Cc1ccc(Nc2c3c(nc4nncn24)CCC3)cc1C	/	-8%	-22%	-3	37%	/	-4%	/	/
CC1CN(CC(O)COc2ccc(C#N)cc2)CCN1CC(O)COc1ccc(C#N)cc1 (stereo unspecified)	-8%	31%[57.1 µM]	-16%	-1	-6%	-1%	13%[57.1 µM]	4%	-1%
COc1ccccc1N(CC(=O)NCCc1ccccc1)C(=O)CCC(=O)Nc1ccccn1	12%	17%	-18%	-9	-1%	-2%	1%	0%	3%
N#C/C(=C(/O)COC(=O)c1ccc(Cl)c(S(=O)(=O)N2CCOCC2)c1)c1nc2ccccc2[nH]1	-5%	14%	-18%	-7	-6%	1%	0%	-2%	1%
Cn1c(=O)c2c(-c3ccc(Cl)cc3)ccnc2n(C)c1=O	1%	18%	-22%	-4	12%	-2%	8%	3%	1%
CCn1c(SCC(=O)NCc2cccs2)nnc1-c1ccco1	/	9%	-11%	-3	-40%	-2%	9%	9%	0%
O=C(Cn1cnc2nc3c(cc2c1=O)CCCC3)N1CCN(c2cccc(C(F)(F)F)c2)CC1	1%	10%[57.1 µM]	5%	0	21%	-3%	-1%[57.1 µM]	-9%	1%
CCCCN(CC)C(=O)Cn1c(=O)n(-c2ccc(OCC)cc2)c(=O)c2c3c(sc21)CCCC3	-7%	23%	-15%	-4	9%	0%	-1%	-15%	0%
CC(Oc1ccc(Cl)cc1Cl)C(=O)NCCCn1ccnc1 (stereo unspecified)	0%	-9%	4%	-4	-12%[11.4 µM]	-4%	4%[57.1 µM]	-1%	7%
Cc1ccc(NC(=O)c2cnccn2)nc1	-4%	11%	-21%	-5	22%	-6%	1%	-4%	-1%
CN(Cc1ccc(C(F)(F)F)cc1)C(=O)C1CC(=O)N(Cc2ccco2)C1 (stereo unspecified)	-4%	?	-2%	-2	-15%	-1%	-9%	-6%	1%
CCS(=O)(=O)NCC(c1ccco1)N1CCN(c2ccccc2F)CC1 (stereo unspecified)	10%	4%	-15%	-8	8%	-3%	-3%	-1%	-10%
CN1CCN(c2ccccc2NC(=O)c2ccc(N3CCCCC3)c([N+](=O)[O-])c2)CC1	2%	30%	-8%	-8	11%	-1%	0%	1%	1%
O=C(CNC(=O)c1ccc(N2C(=O)c3ccccc3C2=O)cc1)OCC(=O)c1cccc2ccccc12	-15%	-10%	-16%	-8	-21%	-2%	-9%	0%	-5%
COc1ccc(Cl)cc1-n1nnc(-c2nsc(NC(=O)c3ccccc3Cl)n2)c1C	-9%	8%	-25%	-7	?	-1%	-3%	-12%	2%
COc1cc(OC)c2c(-c3ccccc3)cc(=O)oc2c1C(CCN1CCCC1)c1ccc2c(c1)OCO2 (stereo unspecified)	-24%	0%	-6%	-1	-17%&10%	-7%&-3%	-2%	1%[38.3 µM]	3%&2%
COc1ccccc1Nc1nc(-c2ccccc2Cl)c2cc(Br)ccc2n1	1%	13%	-5%	-3	10%	-2%	0%	?	-2%
CN1/C(=C\C(=O)Nc2ccc(F)cc2)C(C)(C)c2ccccc21	3%	-6%	-14%	4	-11%	-3%	-7%	6%	5%
CN1C(C(=O)Nc2ccc(OC(F)(F)F)cc2)=CC(c2ccc3c(c2)OCO3)=NS1(=O)=O	0%&3%	24%&24%	-26%&-21%	-1&13	38%&-10%	-2%&-2%	-5%&9%	-6%&-2%	-2%&0%
CCOc1ccc(NC(=O)c2c(NCc3ccc(C)o3)sc3c2CCCCC3)cc1	?	?	7%	5	?	-4%	7%[57.1 µM]	-14%	-5%
CCC(CC)C(=O)c1c[nH]c(C(=O)NCCCN2CCOCC2)c1	-15%	12%	-20%	-6	-9%	-3%	3%	3%	-1%
Cc1nc(C)c(C(=O)Nc2ccccc2-c2ccccc2)o1	2%	-14%	-11%	1	-29%	4%	-1%	0%	-5%
CCCCC(=O)Nc1ccc2c(c1)nc1n2CCOC1	/	19%	-17%	8	-37%	-4%	6%	10%	-1%

Screening data: PubChem, National Center for Advancing Translational Sciences (NCATS)
